GLP1R cytotox – qHTS of GLP-1 Receptor Inverse Agonists: Cytotox Screen; Potency, µM (top dose mostly 38.3 µM), without a hit: at the top dose activity change, negative = inhibition, usual class: inhibitors; AID 624418, 2012; 410,000 compounds, 0.13% hits; HEK293 cAMP-luciferase reporter cells, luminescence, 24 h;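 also: loss of luciferase light is scored as toxicity; potency is read from the fitted curve at half-maximal effect; % is scaled to controls: 0 for no effect and ±100 for the full control effect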
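Compound-treated cells are incubated 24 hr at 37 deg C under 5% CO2 after a 12 hour attachment period, then luciferase detection reagent is added and luminescence is measured following 12 min at room temperature; lowered signal indicates toxicity.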
GLP1R inv ag – qHTS of GLP-1 Receptor Inverse Agonists (Inhibition Mode); 410,000 compounds, 1.6% hits; AID 624417, 2012; Glucagon-like peptide 1 receptor (Homo sapiens), P43220; Potency, µM (series often up to 38.3 µM), for inactives: top-dose activity change, negative = inhibition, hits mostly inhibitors; HEK293 GLP-1R CRE-luciferase, luminescence, 24 h; GLP-1R form is constitutively active; also: potency is read from the fitted curve at half-maximal effect; % is scaled to controls: 0 for no effect and ±100 for the full control effect; nearly all actives have a fitted effect of over 55% in size
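Readout was luciferase luminescence, measured 12 min after detection reagent at room temperature. Beforehand, GLP-1R reporter HEK293 cells had sat 12 h, then received compounds for 24 hr at 37 deg C.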
WRN helicase inh – qHTS for Inhibitors of WRN Helicase; AID 651768, 2012; Potency, µM (doses to about 114 µM), for the others: at the highest dose activity change, negative = inhibition, most hits filed as inhibitors; 360,000 compounds, 0.46% hits; WRN helicase unwinding, fluorescent forked duplex, kinetic; also: potency is read from the fitted curve at half-maximal effect; % is scaled to controls: 0 for no effect and ±100 for the full control effect; nearly all actives have a fitted effect of over 55% in size
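Fluorescence dequenching readout, ex 525 nm/em 598 nm, kinetic mode: forked duplex DNA (100 nM final) with adjacent fluorophore and quencher unwound by WRN (20 nM final) with 2 mM ATP. Compound preincubation 15 min, room temperature.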
GLP1R ag – qHTS of GLP-1 Receptor Agonists; Glucagon-like peptide 1 receptor (Homo sapiens), P43220; HEK293 GLP-1R CRE-luciferase, luminescence, 4-6 h; cells express a hypersensitive GLP-1R form; Potency, µM (highest dose often 45.6 µM), without a hit: at the highest dose activation, actives largely listed as activators; 380,000 compounds, 0.007% hits; AID 624172, 2012; also: potency is read from the fitted curve at half-maximal effect; % of control where 0% means no effect
DRD3 antagonist – qHTS of D3 Dopamine Receptor Antagonist: qHTS. AID 652054, 2013. D(3) dopamine receptor (Homo sapiens), P35462. 360,000 compounds, 2.5% hits. max response, negative = inhibition, %. D3R cells, DiscoveRx beta-arrestin luminescence, antagonist mode; hits give low values; in the data active = max response below about -50%; inconclusive = no clear call, values can overlap the other calls; also: % is scaled to controls: 0 for no effect and ±100 for the full control effect; mostly tested at two doses, the higher about 12 µM
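Cells plated overnight at 1500 cells/well, then exposed to library compounds with dopamine controls for 90 minutes at 37 degrees C. DiscoveRx reagent added for 30–60 minutes at room temperature; luminescence read, quantitative HTS format.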
PLK1 PBD inh – qHTS for Inhibitors of PLK1-PDB (polo-like kinase 1 - polo-box domain): Primary Screen; Serine/threonine-protein kinase PLK1 (Homo sapiens), P53350; Plk1 PBD binding of FITC phosphopeptide, fluorescence polarization; Potency, µM, without a hit: max response, negative = inhibition, hits mostly inhibitors; 360,000 compounds, 2.8% hits; AID 720504, 2013; also: potency is read from the fitted curve at half-maximal effect; series mostly up to about 57 µM; % is scaled to controls: 0 for no effect and ±100 for the full control effect; nearly all actives have a fitted effect of over 65% in size
IL-2 act – qHTS of IL-2 Activators; activation, % (series mostly up to about 46 µM); IL-2 activation reporter assay, cell-based qHTS; stimulated with anti-CD3/CD4/CD28 beads; in transgenic mouse T cells; 360,000 compounds, 0.065% hits; in the data active = activation above about 50%; inconclusive = mostly about 30% to 49%; also: 0% is about no effect
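Readout: EGFP and DsRed signals by fluorescent plate cytometry. Unstimulated transgenic mouse T cells received compound 60 min before antibody-bead stimulation, then incubated 18 h at 37 degrees C.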
D3 ag – qHTS of D3 Dopamine Receptor Agonist: qHTS. D3R DiscoveRx beta-arrestin cells, luminescence, 90 min. max activation, %. 410,000 compounds, 0.58% hits. AID 652048, 2013; in the data active = max activation above about 30%; also: 0% is about no effect; mostly tested at two doses, the higher about 12 µM
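Agonist-mode cell screen: cells plated at 1500/well and incubated overnight at 37 °C, then exposed to library compounds for 90 min at 37 °C. Detection reagent was added for 30–60 min at room temperature, and luminescence was read.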
PI5P4K alpha inh – qHTS for Inhibitors of phosphatidylinositol 5-phosphate 4-kinase (PI5P4K). Phosphatidylinositol 5-phosphate 4-kinase type-2 alpha (Homo sapiens), P48426. PI5P4Kalpha enzyme, ADP-Glo luminescence, 60 min; hits give low values. max response, %. 330,000 compounds, 1.2% hits. AID 652105, 2013; active = max response of -50% or lower; inconclusive = between -30% and -50%; inactive = -30% or higher; also: value at the top dose of about 77 µM; % is scaled to controls: 0 for no effect and ±100 for the full control effect
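Quantitative HTS of the MLSMR library against PI5P4Kalpha with substrate. ATP added last at 5 microM final; room temperature, 60 minutes. Remaining ATP depleted, ADP converted and read as luminescence.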
* = called active by the depositor; ? = inconclusive; / = no result given; [ ] = remark or other dose. Unless noted, calls follow the shape of the dose curve; as a rule, active = well fitted curve in the direction sought with a large enough effect; inconclusive = small, poorly fitted or top-dose-only effect, or another doubt; inactive = no such curve, though single readings can be large; an effect the other way counts as inactive or inconclusive.

SMILES	GLP1R cytotox	GLP1R inv ag	WRN helicase inh	GLP1R ag	DRD3 antagonist	PLK1 PBD inh	IL-2 act	D3 ag	PI5P4K alpha inh
CCn1c(CNc2ccc(Cl)cc2)nnc1SCC#N	-4.6%	0.0%	-6.1%	8.9%	27.2	-1.4%	-0.5	-1.5	0.4
COc1ccc(/C=N/OC(=O)c2ccc(Cl)cc2)c(Cl)c1OC	-6.4%	8.7%	14.0%	7.0%	-3.5	-7.6%	0.0	-0.5	0.9
CC1CN(S(=O)(=O)c2ccccc2)CC(C)O1 (centres undefined)	1.4%	35.7%[activator]	-5.2%	-8.4%	9.6	0.0%	-1.9	-20.5	/
CCCCCCCCN1C(=O)[C@H](CC(=O)NCC2CCCCC2)C[C@@]2(C(=O)OCC)CCCC=C12	0.1%	-25.4%	6.8%	6.8%	11.6	2.5%	2.6	9.0	9.1
O=C(C[C@@H]1CC[C@H](NS(=O)(=O)c2ccccc2F)[C@@H](CO)O1)NCCCN1CCOCC1	3.0%	13.8%	1.2%	/	0.0	0.9%	-0.6	4.5	-0.8
O=C(Nc1nccs1)c1cc(Cl)nc2ccccc12	-19.1%	-29.0%	-1.0%	1.1%	-4.8	-11.3%	-0.8	-17.3	-7.4
Cc1cc(C)c(C#N)c(SCC(=O)C(C)(C)C)n1	26.2%	7.7%	-19.2%	24.5%	10.9	-15.3%	-2.7	13.4	/
Cc1cc(C)c(C)c(S(=O)(=O)N2CCN(Cc3nc4ccccc4[nH]3)CC2)c1C	3.0%	0.0%	27.0%	-2.0%	3.7	-1.1%	-3.2	6.4	/
CC(C)(C)NC(=O)CSc1nc2[nH]ncc2c(=O)[nH]1	19.5%	13.6%	3.8%[57.1 µM]	0.7%	9.0	8.4%	-3.2	-12.0	-1.9
C=CCNc1nc(C(=O)OCC(=O)Nc2ccc(S(N)(=O)=O)cc2)cs1	-8.0%	8.3%	-18.0%	9.1%	-9.0	-6.7%	0.3	-1.0	?
COc1ccc(C)cc1S(=O)(=O)N1CCCCC1	18.3%	2.7%	-0.1%	5.1%	-3.6	-6.1%	0.0	-3.6	-0.4
Cc1ccc2c(c1)cc(CN(C(=O)N1CCOCC1)C1CCCC1)c1nnnn12	5.2%	10.4%	14.5%	9.3%	2.5	?	-0.8	0.8	1.3
O=C(Nc1ccccc1)Nc1cccc(C(F)(F)F)c1	-11.7%	?	1.2%[57.1 µM]	-0.9%	14.5	-5.8%	-0.8	3.6	0.4
Clc1ncc(CN2CCN(c3ccccc3)CC2)s1	0.5%	9.5%	3.0%	-1.6%	-12.2	5.0%	-2.3	39.2*	-8.6
Cc1cc([N+](=O)[O-])c(C)cc1-c1ccc(/C=N/NC(=O)c2cccnc2)o1	-13.5%	13.8%	13.7%	6.6%	3.4	?	0.7	-3.0	-8.8
CCOC(=O)N1CCN(S(=O)(=O)c2c(C)nc3scc(C)n3c2=O)CC1	-1.1%	10.0%	-1.3%	-1.8%	1.9	3.1%	1.5	-0.8	-7.3
Clc1cccc(Cc2c(-c3ccco3)nc3ccc(Cl)cn23)c1	-11.1%	?	-34.2%	0.6%	?	11.9µM*	-1.0	-5.3	-65.1*
CCc1ccc(NC(=S)Nc2cccc(OC)c2)cc1	-3.8%	?	-4.7%	2.7%	4.8	-25.0%	0.6	1.6	4.4
Cc1nnc(SCC(=O)N2CCN(C(=O)c3ccco3)CC2)n1C	5.0%	3.1%	5.6%	-3.8%	7.1	-0.6%	1.4	-1.4	-5.6
CCOC(=O)CC[C@H](NC(=O)Cn1cnc2c(SC)nc(N)nc21)C(=O)OCC	-0.9%	10.2%	2.6%	1.1%	6.6	-12.0%	-0.7	-24.0	4.1
COc1cc(NC(=O)Cn2cc(S(=O)(=O)N3CCC(C)CC3)c3ccccc3c2=O)cc(OC)c1OC	-0.1%	?	/	-2.4%	/	/	/	-1.8	/
CCc1ccc(NC(=O)Nc2cccs2)cc1	-3.1%	?	-4.5%	-32.7%[inhibitor]	10.9	-19.4%	-0.7	6.0	-17.0
CC(C)NC(=O)CSc1nc2ccccc2c(=O)n1CCCOC(C)C	-9.5%	7.9%	-3.7%	-1.9%	10.9	0.8%	-1.1	6.8	/
N#Cc1cccc(C(c2nnnn2C2CCCC2)N2CCC(Cc3ccccc3)CC2)c1 (centres undefined)	-0.3%	?	5.0%	4.1%	-4.3	6.3%	-2.4	-0.8	1.9
Cc1cc(=O)oc2cc(OCC(=O)c3ccccc3)ccc12	9.2%	20.1%	-14.1%	0.2%	8.2	-4.2%	0.4	0.5	0.6
CCc1cccc(CC)c1NC(=O)CCCSc1nc2ccccc2s1	-8.3%	?	2.5%	-0.4%	23.2	0.8%	0.4	5.8	24.5
N#C/C(=C(/O)CN1CCOCC1)c1nc2ccccc2s1	2.8%	-17.8%	-11.4%	1.5%	-25.1	-3.0%	5.8	5.5	5.3
O=C(CNC(=O)/C(=C\c1ccccc1)NC(=O)c1ccc(Br)cc1)OCc1ccccc1	-2.4%	-25.2%	-6.7%	-13.6%	28.1	-3.8%	0.2	-2.7	-1.4
CC12CCC(C(=O)NCc3ccccc3Cl)(CC1=O)C2(C)C (centres undefined)	-5.3%	-16.3%	2.7%	2.2%	2.0	-1.7%	-0.2	0.5	3.6
CCCNCC1C(Oc2ccc(Cl)cc2Cl)C(=O)N1c1cccc(C)c1C (centres undefined)	?	?	-4.4%	0.0%	?	-12.6%	-2.7	0.3	-1.2
O=C(NCC1CC1)NC(=O)c1c(F)cccc1Cl	-6.0%	-4.4%	-1.4%	27.2%	23.4	-4.1%	2.3	-0.4	8.4
CCC(CC)c1nn2c(=O)cc(COc3ccc(NC(=O)c4ccccc4C)cc3)nc2s1	6.2%	-24.6%	/	-2.7%	/	/	/	4.9	/
CN1CCN(CC(=O)Nc2cccc(S(=O)(=O)N(C)c3ccccc3)c2)CC1	-13.3%	-9.5%	4.7%	-2.3%	36.4	-0.5%	0.1	-5.6	-3.6
CC(=O)Nc1ccc(S(=O)(=O)Nc2ccccn2)cc1	1.4%	-24.0%	5.6%[57.1 µM]	0.5%	0.0	-15.3%	0.1	-3.9	-4.2
Cc1cccc(-n2nnc(C(=O)NCc3ccccc3Cl)c2N)c1	4.8%	15.8%	-2.1%	6.5%	9.4	-5.0%	-0.5	0.3	3.5
Cc1ccc2occ(C(=O)c3ccco3)c(=O)c2c1	8.6%	3.7%	-20.4%	2.3%	-10.2	-15.9%	0.3	7.9	/
CCC(C)N1CCN(C(=O)C2CCN(S(=O)(=O)c3c(C)noc3/C=C/c3ccco3)CC2)CC1 (centres undefined)	-29.2%	?	-3.6%	-1.5%	-2.3	-9.6%	-0.6	-0.1	1.9
CC(CCc1ccccc1)NC(=O)CSc1ccccc1 (centres undefined)	-5.0%	-25.8%	-1.4%	1.5%	-3.5	-14.3%	-1.2	4.3	-4.6
O=C(NCc1ccccc1)c1ccccc1	-1.1%	-0.8%	-4.7%	-6.4%	7.0	0.8%	-0.7	4.9	0.1
O=C(Nc1ccnn1C1CCN(Cc2ccccn2)CC1)c1cccc(F)c1	-12.1%	?	-1.3%	-0.8%	4.8	-3.6%	-2.0	2.5	-1.4

A different layout for part of the listing above:
mol | GLP1R cytotox | GLP1R inv ag | WRN helicase inh | GLP1R ag | DRD3 antagonist | PLK1 PBD inh | IL-2 act | D3 ag | PI5P4K alpha inh
CC(C)NC(=O)CSc1nc2ccccc2c(=O)n1CCCOC(C)C | -9.5% | 7.9% | -3.7% | -1.9% | 10.9 | 0.8% | -1.1 | 6.8 | /
N#Cc1cccc(C(c2nnnn2C2CCCC2)N2CCC(Cc3ccccc3)CC2)c1 (centres undefined) | -0.3% | ? | 5.0% | 4.1% | -4.3 | 6.3% | -2.4 | -0.8 | 1.9

Carrying on.
SMILES	GLP1R cytotox	GLP1R inv ag	WRN helicase inh	GLP1R ag	DRD3 antagonist	PLK1 PBD inh	IL-2 act	D3 ag	PI5P4K alpha inh
O=C(Nc1ccnn1C1CCN(CCCC2CCCC2)CC1)c1ccccc1Cl	-21.8%	10µM*	-2.1%	4.8%	-24.3	3.6%	-3.2	-8.8	-5.1
COc1cccc(-c2nn(-c3ccccc3)cc2/C=C(\C#N)C(=O)NCCCn2ccnc2)c1	9.6%	?	-0.3%	19.5%	10.4	-6.1%	-2.6	-5.6	6.1
Cc1cc2nc(-c3ccccc3)c(CC3CCCCC3)n2c(C)c1Br	9.7%	?	-6.8%	-3.7%	4.0	1.1%	2.2	-7.3	9.9
CC(=O)Nc1c(C(=O)N2CCOCC2)sc2nc3c(cc12)COC(C)(C)C3	-5.7%	0.0%	5.9%	-10.7%	-15.1	-3.5%	-0.5	8.9	/
CCOc1ccc(N(C(=O)c2snc(C(N)=O)c2N)C(C(=O)NCC2CCCO2)c2ccco2)cc1 (centres undefined)	-9.2%	1.3%	-7.8%	5.6%	-2.0	-8.4%	-0.1	24.1	-0.1
CC1CCCCC1NC(=O)C1CCC(CNS(=O)(=O)c2ccccc2)CC1 (centres undefined)	4.5%	-10.2%	-1.2%	6.6%	20.3	10.6%	1.5	2.8	15.1
CCN(CC(=O)NCc1ccc(Cl)cc1)C(=O)c1cc(S(=O)(=O)N2CCOCC2)ccc1C	15.6%	?	-31.9%	-4.2%	13.1	-5.8%	0.0	-3.8	-10.1
CSCC[C@H](NC(=O)OC(C)(C)C)C(=O)N/N=C/c1ccc2nccnc2c1	2.6%	23.4%	-6.2%	3.2%	-24.8	4.1%	-0.6	-4.7	-5.5
CC(=O)Nc1ccc(NC(=O)COc2ncnc3ccccc23)cc1	4.8%	1.3%	3.5%	-3.1%	-1.0	-2.4%	-1.9	-2.1	1.8

Bioassay records deposited in PubChem by National Center for Advancing Translational Sciences (NCATS).
